# Source: PubChem
# MmCpn inh: Inhibitors of TCP-1 ring complex (TRiC) of Methanococcus maripaludis (MmCpn): qHTS | Potency, µM (top dose mostly 76.9 µM), for inactives: at the highest dose activity, negative = inhibition, usual class: inhibitors | purified Mm-Cpn ATPase, ADP Transcreener TR-FRET | actives 0.031% (n = 330,000) | Chaperonin Mm-Cpn (Methanococcus maripaludis) | AID 504842, 2011; further: potency means the concentration at half of the fitted maximal effect; on the % scale 0 is the no-effect control and ±100 the full control effect; nearly all actives have a fitted effect of over 80% in size
#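 Purified archaeal chaperonin (25 nM final) was preincubated with compound for 10 min at 37°C, then ATP (10 uM final) was added for 30 min at 37°C in Tris pH 7.4/KCl/MgCl2/DTT buffer. ADP was quantified by HTRF Transcreener TR-FRET.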
# Nrf2 inh: Nrf2 qHTS screen for inhibitors | A549 ARE-Fluc reporter, luciferase luminescence, 18-24 h | Potency, µM (top dose mostly 46 µM), inactives show at the highest dose activity change, negative = inhibition, actives largely listed as inhibitors | actives 2.1% (n = 360,000); further: potency means the concentration at half of the fitted maximal effect; on the % scale 0 is the no-effect control and ±100 the full control effect; nearly all actives have a fitted effect of over 60% in size
#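 Reporter: ARE-Fluc in A549. Exposure: 18-24 h, 37 °C, 5% CO2, 5% FBS OPTI-MEM. Readouts: fluorescent cytotoxicity (CellTiter-Fluor), then luminescent Nrf2 signal after BugLite.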
# Akt phos inh: HTS Assay for Inhibitors of Akt Phophorylation: Primary Screen. Neuro2A IGF-stimulated pAkt S473 HTRF, 20 min; hits give low values. activity change, % for hits at 50 µM. actives 0.32% (n = 360,000). AID 651550, 2012; in the data active means activity change below about -80%; inconclusive means mostly about -51% to -80%; further: on the % scale 0 is the no-effect control and ±100 the full control effect
#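 Neuro2A cells (4,500/well, DMEM with 0.5% FBS) were treated with compound at a single 50 µM final concentration, stimulated with 6 nM IGF for 20 min at 37 °C, and lysed. Phospho-Akt Ser473 was read by HTRF as 665/615 ratio ×10^4.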
# ATXN viability: Viability Counterscreen for Primary qHTS for Inhibitors of ATXN expression; S2 cells (HEK-293 line with an ATXN2-luciferase reporter) viability, CellTiter-Fluor protease fluorescence, 24 h; Potency, µM (series often up to 56.7 µM), actives largely listed as cytotoxic; actives 0.49% (n = 400,000); AID 651635, 2014; further: potency means the concentration at half of the fitted maximal effect; nearly all actives have a fitted effect of over 40% in size
# A549 tox: Nrf2 qHTS screen for inhibitors: counterscreen for cytotoxicity; A549 ARE-Fluc cells, CellTiter-Fluor viability, 18-24 h; Potency, µM (doses to about 46 µM), inactives show at the highest dose activity change, negative = cytotoxicity, actives largely listed as inhibitors; actives 0.16% (n = 390,000); AID 504648, 2011; further: potency means the concentration at half of the fitted maximal effect; on the % scale 0 is the no-effect control and ±100 the full control effect
#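 Cytotoxicity counterscreen: CellTiter-Fluor fluorescence was measured in A549 ARE_Fluc cells after 18-24 h of compound exposure in a concentration series. The subsequent BugLite luminescent read reports ARE-luciferase activity.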
# TGFb SMAD3 inh: qHTS for Inhibitors of TGF-b; actives 1.2% (n = 410,000); HepG2 CAGA-GFP TGF-b/SMAD3 reporter, GFP fluorescence, 18 h; TGF-beta stimulated, 500 pg/mL final; Potency, µM (top dose mostly 46.1 µM), for inactives: at the highest dose activity, negative = inhibition, hits mostly inhibitors; further: potency means the concentration at half of the fitted maximal effect; on the % scale 0 is the no-effect control and ±100 the full control effect; nearly all actives have a fitted effect of over 65% in size
#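 Inhibition was scored as loss of TGF-beta-induced (500 pg/mL final, 18 hours, 37 degrees C) GFP in HEPG2 cells carrying a CAGA-GFP reporter, in DMEM with 1% FBS. Well GFP was summed per cell; Activity was normalised to unstimulated and stimulated DMSO wells, then concentration-response fitting.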
# CCT modulator: High-Throughput Screening for Modulators of Cytosolic Chaperonin Activity; purified chaperonin ATPase assay, HTRF ADP detection, 30 min; activity change, % (concentration not given with the values), hits read low; actives 0.3% (n = 360,000); in the data active means activity change below about -30%; further: on the % scale 0 is the no-effect control and ±100 the full control effect
#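 Nucleotide hydrolysis assay: TRiC at 20–40 nM final (set by batch activity) with 10 uM ATP, 30 min at 37 °C, in presence of 76 uM compound. Detection by competitive ADP HTRF, 30 min ambient.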
# HepG2 viability: qHTS for Inhibitors of TGF-b: Cytotox Counterscreen. AID 588856, 2011. Potency, µM (top dose mostly 46.1 µM), without a hit: at the highest dose activity change, negative = cytotoxicity, most hits filed as cytotoxic. actives 0.76% (n = 410,000). HepG2 CAGA-GFP viability, ATP luminescence, 18 h; further: potency means the concentration at half of the fitted maximal effect; some results filed as inactive show a strong effect at the top dose
#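 HepG2 CAGA-GFP cells (1000/well, DMEM with 1% FBS) received compound, then TGF-beta at 500 pg/mL final, and were incubated 18 hours at 37 degrees C. Viability was read by CellTiter-Glo luminescence. Media-only wells were set as complete cell-killing and DMSO as no toxicity.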
# Nrf2 activator: qHTS of Nrf2 Activators; Potency, µM (top dose mostly 46.1 µM), for inactives: at the highest dose activation, most hits filed as activators; AID 624171, 2012; AREc32 ARE-luciferase reporter (MCF7-derived line), luminescence, 24 h; actives 0.31% (n = 410,000); further: potency means the concentration at half of the fitted maximal effect; % of control where 0% means no effect; nearly all actives have a fitted effect of over 65% in size
#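 Quantitative high-throughput format: AREc32 reporter cells, 1000 per well, received compound by pin transfer and were incubated 24 hr at 37 deg C, 5% CO2, before Steady-Glo luminescence detection.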
# * = called active by the depositor; i = inactive; u = inconclusive; x = not tested or not shown; [ ] = another dose, or the depositor's remark. Unless noted, the call rests on the fitted dose curve; in most records, active means well fitted curve in the direction sought with a large enough effect; inconclusive means small, poorly fitted or top-dose-only effect, or another doubt; inactive means no such curve, though single readings can be large; an effect the other way counts as inactive or inconclusive.
SMILES,MmCpn inh,Nrf2 inh,Akt phos inh,ATXN viability,A549 tox,TGFb SMAD3 inh,CCT modulator,HepG2 viability,Nrf2 activator
Cc1ccc(N=C2C(=O)Nc3ccc(Br)cc32)cc1,1%,-1%,i,i,1%,0%,-5.7,-17%,u
COc1cccc(C2C(C(=O)c3cc4ccccc4o3)=C(O)C(=O)N2c2cc(C)on2)c1 (stereo not drawn),u,9%,i,i,0%,0%,-1.3,-13%,6.6%
C/C(CC(=O)Nc1ccccn1)=N\NC(=O)C(=O)Nc1ccccc1C,1%,-4%,i,i,-4%,2%,-1.7,2%,0.0%
COc1ccc(C(=O)N(Cc2ccccc2)c2cccc(C)c2)cc1,0%,15%,i,i,-1%,0%,0.6,-16%,0.0%
CN(C)S(=O)(=O)c1ccc(C(=O)N2CCCC2c2nc3ccccc3s2)cc1 (stereo not drawn),-1%,0%,i,i,1%,0%,9.3,3%,-1.7%
CNc1ncc(C(=O)c2ccc(-c3ccccc3)cc2)s1,-15%,u,i,i,1%,-3%,-0.8,-1%,4.8%
CC(=O)c1c(C)oc2ccc(N(C(=O)Oc3ccccc3)S(=O)(=O)c3ccc(Cl)cc3)cc12,x,14%,x,i,-4%,-3%,x,-13%,-0.4%
CN(C)S(=O)(=O)Nc1cc(F)cc(F)c1,1%,1%,i,i,7%,2%,0.8,9%,2.2%
O=C(NNc1cc(N2CCOCC2)nc(N2CCOCC2)n1)c1ccc(Cl)cc1Cl,-3%,-16%,i,u,-6%,-17%,-3.1,18%,0.2%
Cc1cccc(NC(=O)CSc2nc(N)cc(N)n2)c1,2%,13%,i,u,5%,-9%,-4.5,1%,-1.6%
COc1ccc(-c2cc3c(=O)n(CC(=O)Nc4cc(C)ccc4C)ccn3n2)cc1,x,x,x,u,-1%,-5%,x,-1%,-1.3%
O=C(NC1CCCCC1)c1ccc(S(=O)(=O)NCc2ccco2)cc1,0%,10%,i,u,-4%,22%,-1.0,4%,0.2%
Cc1cccc2[nH]c(-c3ccc(NC(=O)c4ccco4)cc3)nc12,-1%,0%,i,i,0%,0%,-3.0,-65%,2.1%
COC1=C/C(=C/c2c(N)n3nc(CC(=O)N4CCCC4)sc3nc2=O)C=CC1=O,-2%,28%,i,i,0%,54%[activator],-2.0,-55%,-0.9%
Cc1cc(Nc2ncc(Cl)cc2Cl)n(-c2ccccc2C)n1,0%,-18%,i,i,9%,25%,0.0,-10%,0.5%
O=C(Oc1ccc(Nc2ncnc3ccccc23)cc1)c1cccnc1,1%,4%,i,i,-3%,-3%,-1.0,-6%,u
O=C(Nc1ccc(F)cc1Cl)c1ccc2c(=O)n3c(nc2c1)CCCCC3,-1%,37%,i,i,-8%,-1%,0.8,-3%,-0.2%
C[C@H](CO)N1C[C@H](C)[C@@H](CN(C)C(=O)Nc2cccc(F)c2)Oc2ncc(Br)cc2C1=O,x,x,i,i,x,9%,0.5,6%,0.3%
Cn1c(=O)n(-c2cccc(Cl)c2)c(=O)n1C,0%,x,i,i,1%,-7%,-1.0,1%,-0.1%
CN(Cc1ccccc1)C(=O)CCC1CCN(C(=O)c2ccccc2C(F)(F)F)CC1,-1%,u,i,i,-2%,-10%,0.0,0%,0.7%

# At a glance, some entries already given.
SMILES,MmCpn inh,Nrf2 inh,Akt phos inh,ATXN viability,A549 tox,TGFb SMAD3 inh,CCT modulator,HepG2 viability,Nrf2 activator
Cc1cccc2[nH]c(-c3ccc(NC(=O)c4ccco4)cc3)nc12,-1%,0%,i,i,0%,0%,-3.0,-65%,2.1%
COC1=C/C(=C/c2c(N)n3nc(CC(=O)N4CCCC4)sc3nc2=O)C=CC1=O,-2%,28%,i,i,0%,54%[activator],-2.0,-55%,-0.9%
Cc1cc(Nc2ncc(Cl)cc2Cl)n(-c2ccccc2C)n1,0%,-18%,i,i,9%,25%,0.0,-10%,0.5%
O=C(Oc1ccc(Nc2ncnc3ccccc23)cc1)c1cccnc1,1%,4%,i,i,-3%,-3%,-1.0,-6%,u
O=C(Nc1ccc(F)cc1Cl)c1ccc2c(=O)n3c(nc2c1)CCCCC3,-1%,37%,i,i,-8%,-1%,0.8,-3%,-0.2%
C[C@H](CO)N1C[C@H](C)[C@@H](CN(C)C(=O)Nc2cccc(F)c2)Oc2ncc(Br)cc2C1=O,x,x,i,i,x,9%,0.5,6%,0.3%
Cn1c(=O)n(-c2cccc(Cl)c2)c(=O)n1C,0%,x,i,i,1%,-7%,-1.0,1%,-0.1%
CN(Cc1ccccc1)C(=O)CCC1CCN(C(=O)c2ccccc2C(F)(F)F)CC1,-1%,u,i,i,-2%,-10%,0.0,0%,0.7%

# (further entries)
SMILES,MmCpn inh,Nrf2 inh,Akt phos inh,ATXN viability,A549 tox,TGFb SMAD3 inh,CCT modulator,HepG2 viability,Nrf2 activator
CN(Cc1ccc(F)cc1)Cc1nc(-c2ccccc2)no1,-1%,9%,i,i,6%,-4%,0.6,7%,0.0%
COc1cccc(CNC(=O)C2CCCN(S(=O)(=O)c3ccc4c(ccn4C)c3)C2)c1OC (stereo not drawn),x,x,x,i,2%,-17%,x,-24%,7.2%
CCc1ccc(N2C(=O)CSC23C(=O)N(Cc2ccc(C)cc2)c2ccccc23)cc1 (stereo not drawn),x,-96%,x,i,-3%,u,x,-12%,0.6%
Cc1noc(/C=C/c2ccco2)c1S(=O)(=O)N1CCC(C(=O)N2CCc3ccccc3C2)CC1,-16%,-22%,i,i,x,-16%,-0.2,-23%,11%
CN(c1ccccc1C(=O)Nc1ccc(F)c(F)c1)S(C)(=O)=O,2%,5%,i,i,1%,-2%,-3.6,0%,2.4%
COc1ccc(C2Nc3cc(OC)ccc3-n3cccc32)cc1 (stereo not drawn),-3%,16%,i,x,-7%,3%,2.6,-19%,17%
OCC[C@@H]1C[C@H](O)[C@@H](O)[C@@]2(OCCCc3ccccc32)O1,-1%,4%,i,i,-1%,0%,1.0,-25%,-0.8%
COc1ccc2cc3c(N)c(C(=O)NCc4ccco4)sc3nc2c1,u,u,i,i,-27%,0%,-1.2,-34%,6.0%
C=CCOc1cccc(C2/C(=C(/O)c3ccc(Cl)cc3)C(=O)C(=O)N2CCN2CCOCC2)c1 (stereo not drawn),0%,-13%,i,u,-1%,-3%,0.3,-2%,0.8%
COc1ccc(OC)c(NC(=O)COC(=O)CCNc2ccccc2OC)c1,0%,-14%,i,i,0%,8%,-2.4,-2%,-0.3%
COc1cccc(-c2nn(C)c3sc(C(=O)NCc4ccc(C)o4)cc23)c1,-26%,u,i,u,-25%,-8%,-0.4,-31%,13%
Cc1nonc1NC(=O)CSc1nnc(-c2ccoc2C)n1CC(C)C,1%,1%,i,u,-8%,-2%,0.1,5%,-0.2%
Cc1ccc(NC(=O)O/N=C2\CCCCC2c2ccc([N+](=O)[O-])cc2[N+](=O)[O-])cc1 (stereo not drawn),0%,-11%,i,i,-1%,-26%,-3.0,-19%,3.4%
COc1ccc(C(=O)NCc2ccc3c(c2)CCN3C(C)=O)c(OC)c1,x,x,x,x,2%,18%,x,1%,3.5%
NC(=O)CN1C(=O)C2C3CCC(C3)C2C1=O (stereo not drawn),x,x,i,i,x,-11%,-3.5,-33%,-3.2%
CCCNc1nc(=S)n(-c2ccccc2)c(C)c1C(C)=O,-1%,24%,i,i,1%,-12%,2.7,8%,0.3%
O=C1CN=C(Nc2cccc(C(F)(F)F)c2)N1C1CCCC1,0%,15µM*,i,i,-27%,1%,2.6,-12%,-0.7%
COc1ccc(C(=O)OC2C(OC)OCC(O)C2O)cc1 (stereo not drawn),x,3%,i,i,-7%,5%,-2.0,2%,0.8%
O=C1C2CCCCN2C(=O)N1CCCCN1CCN(c2ccc(F)cc2)CC1 (stereo not drawn),u,9%,i,i,19%,-20%,3.8,-27%,0.0%
Cc1cccc(NC(=O)CCNS(=O)(=O)c2ccc3c(c2)CCCC(=O)N3)c1C,x,24%,x,i,7%,-2%,x,-27%,-0.6%
CCCn1c(SCN2C(=O)c3ccccc3C2=O)nc2cc(Cl)ccc2c1=O,-13%,11%,i,i,-2%,-15%,1.3,-59%,0.6%
CCNC(=S)NCc1ccc2[nH]c(C)cc2c1,2%,u,i,x,1%,-2%,-1.1,-1%,0.6%
O=C(Oc1cccc(-n2cnnn2)c1)c1ccccc1,3%,6%,i,i,0%,4%,-1.4,3%,0.5%
COc1ccc(N2C(=O)CCC(C(=O)NCc3ccccn3)C2c2ccc(F)cc2)cc1 (stereo not drawn),-1%,-7%,i,u,-7%,-3%,0.4,5%,0.8%
COc1ccc(NC(=O)Nc2cccs2)cn1,-2%,18%,i,i,-6%,-2%,0.8,5%,2.4%
C[C@@H](NC(=O)c1ncn(Cc2ccccc2)c1C(=O)N[C@H](C)c1ccccc1)c1ccccc1,-1%,-18%,i,i,-3%,-6%,-0.1,-23%,4.0%
CCCC(=O)N1CCC1(C)C(=O)Nc1cc(-c2ccccc2)nn1C (stereo not drawn),x,x,i,i,x,14%,-6.2,-8%,1.1%
COC(=O)c1ccc(NC(=O)c2cccc(Cl)c2)o1,-4%,-18%,i,i,-7%,0%,1.2,-32%,4.4%
CCNC(=S)NNC(=O)CCn1c2ccccc2c2ccccc21,3%,-10%,i,i,6%,-22%,-3.9,-22%,3.1%
